# POLI inh: DNA polymerase iota (human) inhibition; Q9UNA4; Pol iota fluorescent replication assay, 10 min; Potency, µM (doses to about 115 µM), for the others: top-dose activity, negative = inhibition, most hits filed as inhibitors; 390,000 tested, 1% active; AID 588590; note: potency is the fitted concentration of half-maximal effect
#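 Fluorescent replication assay read twice, at 0 min and 10 min after adding 50 nM (final) substrate. Enzyme (10 nM) and compounds were first incubated 15 min at room temperature; enzyme-free buffer wells were negative controls.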
# BLM inh: blocks DNA unwinding by human BLM helicase; P54132; recombinant BLM DNA unwinding, fluorescence dequenching; AID 2528; Potency, µM (titrated, usually from 56.1 µM), for the others: at the highest dose activity change, negative = inhibition, actives largely listed as inhibitors; 350,000 tested, 0.2% active;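 note: potency is the fitted concentration of half-maximal effect; plate controls were vehicle for no effect and no enzyme for full effect; nearly all actives have a fitted effect of over 35% in size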
# Pol kappa inh: inhibitors of human DNA polymerase kappa; purified Pol kappa, fluorescent DNA synthesis assay, 10 min; Potency, µM (series often up to 107 µM), for the others: at the top dose activity, negative = inhibition, actives largely listed as inhibitors; 400,000 tested, 0.53% active; AID 588579; note: potency is the fitted concentration of half-maximal effect; % is set by controls: 0 for no effect and ±100 for the full control effect
# Target sequence (Q9UBT6 whole entry, looked up): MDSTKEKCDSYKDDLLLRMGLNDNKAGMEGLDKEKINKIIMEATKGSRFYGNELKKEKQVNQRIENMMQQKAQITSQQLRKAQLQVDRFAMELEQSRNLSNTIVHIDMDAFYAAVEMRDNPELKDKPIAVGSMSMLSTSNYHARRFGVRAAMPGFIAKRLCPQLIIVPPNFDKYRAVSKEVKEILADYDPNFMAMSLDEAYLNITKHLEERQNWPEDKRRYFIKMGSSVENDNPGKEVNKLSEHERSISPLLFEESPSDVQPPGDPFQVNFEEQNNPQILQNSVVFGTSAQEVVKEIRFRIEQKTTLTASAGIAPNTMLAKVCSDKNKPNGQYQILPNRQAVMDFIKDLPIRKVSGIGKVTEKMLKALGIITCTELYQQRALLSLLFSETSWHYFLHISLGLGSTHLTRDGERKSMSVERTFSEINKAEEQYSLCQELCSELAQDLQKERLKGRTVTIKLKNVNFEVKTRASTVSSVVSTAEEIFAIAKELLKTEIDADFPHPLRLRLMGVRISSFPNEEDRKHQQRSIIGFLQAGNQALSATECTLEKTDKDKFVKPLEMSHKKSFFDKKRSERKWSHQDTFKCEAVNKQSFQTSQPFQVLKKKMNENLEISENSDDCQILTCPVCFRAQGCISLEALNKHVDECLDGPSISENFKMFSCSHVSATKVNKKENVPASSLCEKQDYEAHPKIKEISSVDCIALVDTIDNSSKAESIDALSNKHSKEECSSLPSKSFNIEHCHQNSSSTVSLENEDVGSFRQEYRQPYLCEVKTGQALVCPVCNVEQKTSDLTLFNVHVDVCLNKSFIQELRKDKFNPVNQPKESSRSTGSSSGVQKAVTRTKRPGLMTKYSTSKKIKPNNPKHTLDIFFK
#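 Fluorescent qHTS in 1536-well format: enzyme (10 nM) and compound sat 15 min at room temperature before 50 nM substrate (final) was added. Signal taken at 0 and 10 min; no-enzyme buffer wells were negative controls.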
# Anesthetic bind: candidate novel general anesthetic via apoferritin binding | 350,000 tested, 0.074% active | apoferritin/1-aminoanthracene competitive binding, fluorescence | Potency, µM (highest dose often 77.5 µM), for the others: at the highest dose activity change, negative = displacement, hits mostly inhibitors | P02791 | AID 485281; note: potency is the fitted concentration of half-maximal effect; % is set by controls: 0 for no effect and ±100 for the full control effect; nearly all actives have a fitted effect of over 20% in size
# Target sequence (P02791 2-175 limits assumed): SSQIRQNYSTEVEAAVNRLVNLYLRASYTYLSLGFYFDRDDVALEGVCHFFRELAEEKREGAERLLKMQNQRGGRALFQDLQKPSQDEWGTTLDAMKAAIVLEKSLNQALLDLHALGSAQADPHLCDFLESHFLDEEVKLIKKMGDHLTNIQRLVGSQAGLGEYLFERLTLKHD
#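 Read-out: endpoint 1-AMA fluorescence, excitation 380 nm and emission 535 nm, after compounds sit 10 min at room temperature with 10 uM horse-spleen apoferritin in 50% saturated 1-AMA/PBS. Values come from four-parameter Hill fits.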
# Pol beta inh: blocks human DNA polymerase beta activity; P06746; Pol beta primer extension/strand displacement, fluorescence kinetic; Potency, µM (highest dose often 114 µM), for the others: top-dose activity change, negative = inhibition, hits mostly inhibitors; 340,000 tested, 1.3% active; note: potency is the fitted concentration of half-maximal effect; % is set by controls: 0 for no effect and ±100 for the full control effect
#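 Enzyme-only controls used 10 nM Pol beta; buffer lacking enzyme served as negative control. Compound preincubated 15 min, then 50 nM substrate added; 0 and 10 min reads at room temperature.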
# RXFP1 antagonist: RXFP1 (human) relaxin receptor antagonism; Q9HBX9; HEK293-RXFP1, relaxin-stimulated cAMP HTRF, 30 min; hits give low values; activity change, negative = inhibition, % at 57.5 µM; 350,000 tested, 0.59% active; AID 1259400;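 active = activity change of -60% or lower, but not beyond a set lower limit; inconclusive = change between -60% and -40%, or beyond the set limit; inactive = change above -40%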; note: % is set by controls: 0 for no effect and ±100 for the full control effect
# APEX1 inh: inhibitors of human APE1 endonuclease; P27695; recombinant APE1, TAMRA/BHQ-2 abasic DNA cleavage fluorescence; Potency, µM (titrated, usually from 65.8 µM), inactives show at the top dose activity change, negative = inhibition, actives largely listed as inhibitors; 350,000 tested, 0.35% active; AID 2517;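 note: potency is the fitted concentration of half-maximal effect; plate controls were vehicle for no effect and reference inhibitor for full effect; nearly all actives have a fitted effect of over 55% in size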
#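 Activity was derived from the fluorescence gain between first and third kinetic reads (60 s intervals, ex 525/em 598 nm) after 50 nM THF-abasic TAMRA/BHQ-2 duplex was added to 0.75 nM APE1 preincubated 15 min with compound.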
# Tb PGK inh: T. brucei PGK inhibition; Potency, µM (titrated, usually from 57.5 µM), inactives show at the highest dose activity change, negative = inhibition, most hits filed as inhibitors; 380,000 tested, 0.043% active; P07378; PGK/GAPDH coupled, Kinase-Glo luminescence, 60 min; note: potency is the fitted concentration of half-maximal effect; % is set by controls: 0 for no effect and ±100 for the full control effect; nearly all actives have a fitted effect of over 60% in size
#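 Recombinant glycosomal PGK reaction used 1,3-bisphosphoglycerate generated in-well by GAPDH (100nM final) in 100mM TEA pH 7.6, 5mM MgCl2, 0.01% Tween-20. After 60 minutes at room temperature, ATP was read by Kinase-Glo Plus luminescence end-point.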
# POLH inh: blocks human DNA polymerase eta activity; Q9Y253; 390,000 tested, 1.2% active; Potency, µM (doses to about 114 µM), for the others: top-dose activity change, negative = inhibition, most hits filed as inhibitors; recombinant Pol eta, fluorescent DNA replication assay; note: potency is the fitted concentration of half-maximal effect; % is set by controls: 0 for no effect and ±100 for the full control effect
#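 Pol eta at 10 nM preincubated with compounds 15 min at room temperature; reaction started with fluorescent substrate (50 nM final) and read kinetically at 0 and 10 min.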
# * marks the source's active call; other numbers are inactive results; i = inactive; ? = inconclusive; . = no result given; & = joins results of further samples; [ ] = dose if it differs, or a comment. Unless noted, calls come from the whole dose curve; as a rule, active = well fitted curve in the direction sought with a large enough effect; inconclusive = small, poorly fitted or top-dose-only effect, or another doubt; inactive = no such curve, though single readings can be large; an effect the other way counts as inactive or inconclusive. Not all compounds are listed (hit frequency here may not be typical).
no.	POLI inh	BLM inh	Pol kappa inh	Anesthetic bind	Pol beta inh	RXFP1 antagonist	APEX1 inh	Tb PGK inh	POLH inh	Compound
1	4.1%	3.2%	6.3%	-12.1%	21.5%	1.4	1.6%	-1.4%	-9.1%	COc1ccccc1C(=O)NCCn1cc(SCC(=O)Nc2nnc(C)s2)c2ccccc21
2	-4.1%	-5.7%	-16.3%	-1.3%	?	-1.2	-5.0%	-3.2%	-9.1%	O=C1C2C(c3ccccc3)C=CC(c3ccccc3)C2C(=O)N1c1ccccn1 (stereo not drawn)
3	-2.4%	-5.7%	0.3%	-3.9%	-25.3%	8.2	3.1%	i	-12.3%	CC(=O)Oc1ccc2c3c(c(=O)oc2c1C)CCCC3
4	126.9%[activator]	0.7%	-4.3%	-10.1%	4.8%	2.3	12.8%	-0.1%	-22.4%	C=CCOc1ccccc1CN1CCN(CCc2ccccc2)C(CCO)C1 (stereo not drawn)
5	-4.8%	.	-19.0%	.	.	.	-8.8%	1.2%	-5.2%	COc1cc(Cl)c(CNC[C@H]2O[C@@H](n3cnc4c(N)ncnc43)[C@H](O)[C@@H]2O)c(Cl)c1O
6	121.7%[activator]	-1.7%	-13.8%	-5.8%	13.1%	-3.3	5.6%	6.2%	-25.0%	COc1ccccc1CNc1nc(S(=O)(=O)c2ccccc2)c(Cl)s1
7	-15.1%	2.8%	-11.1%	-4.8%	16.7%	-0.8	6.3%	-7.0%	-10.8%	COC(=O)CSc1nnc(-c2cnccn2)n1C
8	53.9%[activator]	.	0.1%	.	.	-8.2	.	-1.8%	-13.6%	COC(=O)C1CCN(C(=O)C2CC(=O)N(c3ccc(C)c(Cl)c3)C2)CC1 (stereo not drawn)
9	9.0%	-4.9%	0.0%	-12.7%	-1.0%	-9.9	-1.3%	-1.2%	-3.9%	O=C(CN1N=C(C(F)(F)F)CC1(O)c1ccc([N+](=O)[O-])cc1)c1ccccc1 (stereo not drawn)
10	25.2%	0.2%	-0.3%	-11.7%	37.6%	-5.6	2.9%	-2.5%	-14.5%	COc1ccc(CNC(=O)CN(CC2CCCO2)C(=O)CNS(=O)(=O)c2ccccc2)cc1 (stereo not drawn)
11	3.7%	-3.1%	-13.7%	-10.7%	5.3%	-12.1	2.4%	1.9%	-13.4%	COc1ccccc1CC(=O)N1CCN(c2ccccn2)CC1
12	3.7%	-5.9%	-12.2%	-9.1%	-18.3%	17.8	-1.8%	-9.1%	-3.8%	C=CCOC(=O)c1c(C)nc2cc3c(cc2c1C)OCO3
13	1.6%	-0.5%	-4.9%	?	13.1%	-7.3	-3.7%	11.0%	-11.4%	COC(=O)C1CSC(C(=O)OC)N1C(=O)Nc1ccc(Cl)cc1 (stereo not drawn)
14	-11.9%	-9.1%&-10.8%	-4.9%	-0.2%&-17.7%	-0.7%&22.8%	-12.7	-4.1%&-4.1%	i	-15.5%	O=C(c1ccc(O)cc1)c1ccc(C(=O)c2ccc(O)cc2)cc1
15	19.7%	-3.0%	-7.7%	-11.8%	9.9%	-1.8	-1.7%	7.0%	-6.1%	O=C(CNC(=O)c1ccc(Cl)cc1Cl)OCC(=O)N1CCN(c2ccccc2)CC1
16	?	-8.9%	-4.7%	10.7%	0.2%	-11.7	4.9%	-6.5%	-20.4%	COc1ccc(-c2csc(Nc3ncccc3C)n2)cc1
17	-16.7%	-2.4%	-16.5%	-10.1%	-0.5%	-13.6	-9.0%	7.0%	-2.8%	CCn1c(=S)[nH]c2scc(-c3cccs3)c2c1=O
18	47.2%[activator]	-1.2%	-2.9%[60.1 µM]	-1.3%	9.8%	-2.0	25.9%	0.0%	-9.5%	CCC(=O)Nc1ccc(C(=O)NCCCn2ccnc2)cc1
19	5.5%	0.4%	-2.5%	-7.4%	-0.1%	6.7	-4.1%	-6.0%	14.8%	Cc1nc2ccc(-c3nc4ccccc4o3)cc2[nH]1
20	-5.0%	-2.3%	-4.6%[60.1 µM]	-11.3%	15.4%	-2.6	.	-0.4%	-16.0%	COc1ccc(NC(=O)C2CCN(C(=O)c3sc4nc[nH]c(=O)c4c3C)CC2)cc1Cl
21	25.4%	-20.8%	1.3%	-13.1%	-13.3%	0.9	-20.8%	-10.3%	-8.1%	Cc1cc(C(=O)Nc2ccncc2)c2ccccc2n1
22	-13.8%	-2.1%	11.1%	-1.9%	0.1%	-10.1	12.3%	-8.6%	-4.4%	Cc1cc(NC(=O)CS(=O)(=O)c2c[nH]c3ccccc23)no1
23	128.7%[activator]	-3.6%	-4.4%	-9.7%	24.4%	-16.5	15.6%	5.9%	-21.3%	CN(C)c1ccc(CN(C(=O)c2ccc(Cl)c([N+](=O)[O-])c2)C2CCS(=O)(=O)C2)cc1 (stereo not drawn)
24	72.1%[activator]	.	-20.9%	.	.	10.5	-22.0%	-0.7%	-16.2%	COc1ccc2oc(C(=O)OCC(=O)NCc3ccc(OC)c(OC)c3)c(C)c2c1
25	4.9%	0.9%	-8.8%	-8.6%	-15.1%	-4.7	3.2%	3.1%	1.0%	CC1CC(C)C[N+](=C2C=C(N3CCCC3)CC(C)(C)C2)C1 (stereo not drawn)

# Other structures follow:
no.	POLI inh	BLM inh	Pol kappa inh	Anesthetic bind	Pol beta inh	RXFP1 antagonist	APEX1 inh	Tb PGK inh	POLH inh	Compound
26	125.5%[activator]	-3.2%	-2.3%	7.7%	37.8%	-1.4	-5.2%	2.2%	9.2%	O=C(NC1CCCCC1)C(c1ccc(F)cc1)N(Cc1ccco1)C(=O)c1csnn1 (stereo not drawn)
27	?	.	-7.2%	.	.	1.3	51.1%[activator]	-3.2%	-0.8%	COc1ccc(C)cc1NC(=O)CSc1nnc2ccc(-c3ccccn3)nn12
28	-9.7%	-1.0%	8.9%	28.2%	1.3%	2.3	31.1%	i	10.4%	Cc1sc(N)nc1-c1ccc2c(c1)OCCO2
29	16.0%	.	-2.8%	.	.	-14.5	3.9%	-2.1%	-14.8%	O=C(CCS(=O)(=O)c1ccc(F)cc1)Nc1nnc(-c2cccs2)o1
30	27.6%	.	-15.0%	.	.	3.4	5.6%	-5.8%	-23.7%	O=C(c1ccncc1)N1CCN(S(=O)(=O)c2cccc(C(F)(F)F)c2)CC1
31	27.6%	.	-4.3%	.	.	-7.1	.	-4.3%	-22.1%	NC(=O)C1(N2CCCCC2)CCN(S(=O)(=O)c2ccccc2)CC1
32	16.0%	-16.9%	-10.4%	-12.4%	-0.2%	-95.7*	-4.2%	i	-18.6%	Cc1ccc(-c2nn(-c3ccccc3)cc2/C=N/n2c(-c3cccs3)n[nH]c2=S)cc1
33	22.3%	-0.5%	7.4%	-10.3%	31.4%	-36.7	5.1%	-0.3%	-9.2%	O=C(N/N=C/c1cccc2ccccc12)C(=O)N1CCCC1
34	27.9%	-1.3%	-5.0%	7.6%	6.1%	-2.9	3.5%	5.2%	-18.1%	COc1ccc2[nH]c(C(=O)O)c(NC(=O)c3ccccc3[N+](=O)[O-])c2c1
35	?	-9.6%	-18.3%	-2.0%	?	-6.7	-21.3%	13.5%	?	CC(=O)Nc1ccc(NC(=O)CSc2nc(N)c(NC(=O)c3ccco3)c(=O)[nH]2)cc1
36	-4.0%	1.6%	1.2%	-10.8%	6.6%	-5.7	4.5%	-13.5%	-2.9%	COc1ccc(CCNC(=O)C(=O)NCc2cccs2)cc1OC
37	15.8%	-1.4%	-2.3%	-5.8%	-29.4%	-6.5	42.6%[activator]	-0.4%	-2.4%	CC(C)n1cc(NC(=O)COc2ccccc2Cl)cn1
38	27.4%	-0.3%	-10.5%	-10.7%	4.3%	-15.0	-4.5%	4.4%	-25.4%	CC1(C)C2CCC(C2)C1(C)NC(=O)CNCC1CCCCC1 (stereo not drawn)
39	0.3%	-4.1%	-2.7%	-9.8%	42.0%	2.7	6.3%	6.3%	-24.1%	CCOC(=O)Cn1cnc2c(nnn2-c2cccc(OC)c2)c1=O
40	9.5%	-17.0%	-6.8%	-21.3%	10.7%	.	-2.8%	5.4%	-15.7%	CC(C)c1cc(-c2cc(C(=O)NCc3ccccc3)on2)nc(NCC2CC2)n1
41	-0.3%	-7.9%	-2.9%	-1.2%	17.4%	-0.6	-11.6%	-7.2%	-6.6%	Cc1ccccc1CNC(=O)c1ccc(CSCc2ccccc2)cc1
42	81.0%[activator]	.	-4.2%	.	.	16.8	10.5%	-0.3%	-20.0%	COc1ccccc1N(CC(=O)NC1CCCCC1C)S(=O)(=O)c1cccs1 (stereo not drawn)
43	25.4%	-2.0%	-12.5%	-3.4%	19.0%	-0.2	5.7%	-2.7%	-19.1%	Cc1cc(C)n(CCN(C)C(=O)C2CCC(=O)N(CCN3CCOCC3)C2)n1 (stereo not drawn)
44	42.9%[activator]	-4.2%	1.9%	6.9%	43.8%	3.4	27.2%	-8.6%	-9.4%	COc1cccc(OCc2cc(C(=O)N3CCN(C4CCCCC4)C(=O)C3)no2)c1
45	23.2%	.	-3.2%	.	.	-6.9	-6.5%	i	-18.9%	CC(=O)c1cccc(NC(=O)C(C)OC(=O)c2cccc(-n3cnnn3)c2)c1 (stereo not drawn)
46	-1.9%	.	-0.3%	.	.	.	36.3%	i	-3.7%	COc1ccc([C@@H]2CC=C(C(=O)O)[C@H](c3ccc(F)cc3)N2S(=O)(=O)c2ccc(C)cc2)cc1OC
47	-25.5%	0.3%	-16.1%	-6.3%	-2.5%	-17.4	7.6%	i	?	CC1CCCCN1Cc1c(O)ccc2c(=O)c(-c3nc4ccccc4s3)coc12 (stereo not drawn)
48	-21.4%	.	2.0%	.	.	1.7	-20.8%	-2.9%	-11.2%	CC(=O)c1cccc(OCC(=O)Nc2ccccc2N2CCOCC2)c1
49	52.6%[activator]	-1.0%	3.9%	-3.2%	13.5%	-2.1	2.8%	i	-17.2%	O=C(O)Cn1nnnc1SCC(=O)Nc1ccccc1F

# Two compounds from above, reduced to RXFP1 antagonist, Anesthetic bind and POLH inh:
no. | compound | RXFP1 antagonist | Anesthetic bind | POLH inh
38 | CC1(C)C2CCC(C2)C1(C)NC(=O)CNCC1CCCCC1 (stereo not drawn) | -15.0 | -10.7% | -25.4%
45 | CC(=O)c1cccc(NC(=O)C(C)OC(=O)c2cccc(-n3cnnn3)c2)c1 (stereo not drawn) | -6.9 | . | -18.9%
